ALOX15B inhib = blocks human 15-lipoxygenase 2 activity; Potency, µM (series often up to 57.1 µM), without a hit: top-dose activity change, negative = inhibition, most hits filed as inhibitors; O15296; purified 15hLO-2, xylenol orange hydroperoxide absorbance; actives 0.56% (n = 110,000); note: potency is the fitted concentration of half-maximal effect; nearly all actives have a fitted effect of over 60% in size; many of its hits are not listed in these tables
Target sequence (O15296 whole entry, looked up): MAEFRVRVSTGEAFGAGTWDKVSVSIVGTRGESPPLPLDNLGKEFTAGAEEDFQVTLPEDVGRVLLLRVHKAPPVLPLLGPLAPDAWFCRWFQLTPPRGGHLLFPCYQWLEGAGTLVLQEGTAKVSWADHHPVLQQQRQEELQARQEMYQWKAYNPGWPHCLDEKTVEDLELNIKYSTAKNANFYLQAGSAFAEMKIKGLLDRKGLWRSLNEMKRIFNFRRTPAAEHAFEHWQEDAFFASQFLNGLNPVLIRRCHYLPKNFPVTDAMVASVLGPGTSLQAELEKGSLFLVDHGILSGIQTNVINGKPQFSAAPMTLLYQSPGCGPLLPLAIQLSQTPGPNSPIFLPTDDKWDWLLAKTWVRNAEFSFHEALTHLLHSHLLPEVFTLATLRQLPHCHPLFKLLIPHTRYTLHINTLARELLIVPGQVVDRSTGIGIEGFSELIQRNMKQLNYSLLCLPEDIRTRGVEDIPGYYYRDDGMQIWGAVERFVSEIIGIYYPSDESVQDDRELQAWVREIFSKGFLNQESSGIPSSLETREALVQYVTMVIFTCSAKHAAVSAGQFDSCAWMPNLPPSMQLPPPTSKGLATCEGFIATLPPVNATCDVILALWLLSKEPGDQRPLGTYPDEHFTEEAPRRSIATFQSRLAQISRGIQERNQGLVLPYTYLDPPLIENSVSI
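Read-out: hydroperoxide product oxidises ferrous iron, measured as xylenol orange complex via the 573-to-405 nm absorbance ratio after 30 min. Reaction: 50 nM enzyme, 15 min compound preincubation, 45 uM arachidonic acid, 90 min RT, Hepes pH 7.5 with Triton X-100.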
PNC assembly inh = inhibitors of perinucleolar compartment assembly | AID 2417 | PC3M PTB-GFP, PNC prevalence imaging, 16 h; active compounds read low | activity change (PNC), negative = inhibition, % at 10 µM | actives 3.1% (n = 140,000);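 active = readout at or below -70, meaning at least 70% loss of cells showing the perinucleolar compartment, a nuclear body marking cancer cells; inconclusive = readout between -30 and a set limit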;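 note: plate controls were DMSO wells for no effect and camptothecin positive control wells for full effect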
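Compounds are pinned in duplicate onto adhered PC3M cells stably expressing GFP-tagged PTB and incubated 16 h at 37 C. Cells are then fixed, nuclei stained with Hoechst, and PNC-positive cells counted.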
IMPase inh = membrane-permeable compound that blocks inositol monophosphatase | inhibition (IP1 accumulation), % at 46.1 µM | CHO-M1 cells, IP1 accumulation, HTRF TR-FRET ratio | 120,000 tested, under 10 active; active = well fitted curve in the direction sought with a large enough effect in the signal ratio, not every such curve was filed as active; inconclusive = small, poorly fitted or top-dose-only effect, or a change in a side signal; inactive = no such curve, though single readings can be large or run the other way; the % refers to the signal ratio;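 note: cells stimulated with carbachol in lithium chloride buffer; plate controls were DMSO basal wells for no effect and reference inhibitor wells for full effect; higher means more IMPase inhibition seen as more IP1 and lower FRET ratio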
Target sequence (P97697 whole entry, looked up): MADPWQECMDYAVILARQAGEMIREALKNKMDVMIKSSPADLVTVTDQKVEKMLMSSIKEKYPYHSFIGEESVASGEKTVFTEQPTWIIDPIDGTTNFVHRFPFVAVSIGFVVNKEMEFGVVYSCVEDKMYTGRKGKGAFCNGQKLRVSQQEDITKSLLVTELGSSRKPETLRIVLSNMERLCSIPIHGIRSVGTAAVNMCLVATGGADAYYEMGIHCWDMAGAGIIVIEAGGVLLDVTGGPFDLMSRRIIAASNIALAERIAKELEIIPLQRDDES
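Measured: the HTRF emission ratio (665/620 nm) plus the 620 nm donor channel, each fitted to the Hill equation to give AC50. Cells were CHO-M1 given compounds up to 46 uM and a 30 min carbachol stimulation at 37C.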
ALOX12 inhib = inhibitors of human 12-lipoxygenase (ALOX12); purified 12-hLO, xylenol orange hydroperoxide absorbance; Potency, µM (titrated, usually from 57.1 µM), inactives show at the top dose activity change, negative = inhibition, most hits filed as inhibitors; actives 0.12% (n = 150,000); AID 1452; note: potency is the fitted concentration of half-maximal effect; nearly all actives have a fitted effect of over 55% in size; many of its hits are not listed in these tables
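150 nM 12hLO, 25 mM Hepes pH 7.0 + 0.01% Triton X-100; cpd preinc 15 min RT; 40 uM arachidonic acid, 30 min RT; Fe-XO 30 min; A573/A405 ratio as read-out.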
Active calls of the source: *; ? = inconclusive; . = no result given; [ ] = remark or other dose. Unless noted, calls come from the whole dose curve; as a rule, active = well fitted curve in the direction sought with a large enough effect; inconclusive = small, poorly fitted or top-dose-only effect, or another doubt; inactive = no such curve, though single readings can be large; an effect the other way counts as inactive or inconclusive. Unless noted, % is set by controls: 0 for no effect and ±100 for the full control effect. Not all compounds are listed; the hit share may differ from the screen's.

ALOX15B inhib,PNC assembly inh,structure,IMPase inh,ALOX12 inhib
3.3%,21.5,CC(/C=N/N1CCN(c2ccccc2)CC1)=C\c1ccccc1,-1.1,4.6%
.,?,CC1=CC(=Nc2c(C)n(C)n(-c3ccccc3)c2=O)C=C(C)C1=O,16.3,-3.2%
1.8%,-1.6,Cc1ccc(CNC(=O)c2ccc(CN3CCOCC3)cc2)cc1,-6.2,-3.7%
.,-4.6,Cc1nn(CCCC(=O)Nc2cc(Oc3ccccc3)cc([N+](=O)[O-])c2)c(C)c1[N+](=O)[O-],-5.6,-3.4%
-0.1%,-107.1*,CCC1CCC(NC2CCCCNC2=O)CC1 (stereo not drawn),7.1,-3.1%
.,?,COc1cc(/C=N/Nc2ccc3ccccc3c2)ccc1OC(=O)c1ccco1,?,-13.8%
.,32.0,Cc1ccc(N2NC(C)(c3cccs3)NC2=S)cc1 (stereo not drawn),.,?
-2.7%,20.5,CCCCCc1c(O)c2ccccc2[nH]c1=O,-0.9,5.3%
6.4%,-24.5,CCCn1c(SCC(=O)NCCc2ccc(Cl)cc2Cl)n[nH]c1=O,6.1,-9.8%
.,-19.5,Cc1ccc(O)c(C(=O)/C=C/c2ccc3c(c2)OCCCO3)c1,.,-2.7%
1.3%,5.1,COc1ccc(CCN2CC34C=CC(O3)C(C(=O)NCc3ccccc3)C4C2=O)cc1OC (stereo not drawn),1.3,-1.8%
2.2%,?,Cc1ccc(CN(c2ccc(C(=O)N3CCOCC3)cc2)S(C)(=O)=O)cc1,2.9,4.4%
.,-9.3,CC(C)[C@H](NC(=O)[C@H](CC(=O)O)NC(=O)[C@H](CCCCN)NC(=O)[C@@H](N)CCCN=C(N)N)C(=O)N[C@@H](Cc1ccc(O)cc1)C(=O)O,.,-1.4%
-1.9%,?,COc1cc(NC(=O)c2cnn3c(C)cc(C)nc23)c(OC)cc1Cl,12.7,1.8%
10.2%,7.8,CC(C)c1ccc(NC(=O)CSc2nnc(-c3ccccn3)n2C)cc1,5.9,1.4%
.,16.6,COc1ccc(/C=C2\CCC(C3CCCC3)C2=O)cc1Cn1cccn1 (stereo not drawn),0.2,-5.5%
.,?,COc1ccccc1NS(=O)(=O)c1cccc(NC(=O)c2ccc3ccccc3n2)c1,-2.9,-1.2%
1.2%,?,COC(=O)c1ccc(S(=O)(=O)N2CCCCC2)o1,0.8,2.7%
9.2%,13.7,CCOC(=O)c1ccc(NC(=O)CCc2ccc(CC)o2)cc1,5.0,-6.2%
-4.1%,40.3,CC1(C)N=C(C(=O)c2ccccc2)N(O)C1(C)O (stereo not drawn),-3.4,-6.4%
.,?,CN1CCN(C(=O)C2(NC(=O)Nc3ccccc3Cl)CCCCC2)CC1,14.9,5.2%
-3.8%,?,O=c1cc(C(F)(F)F)nc(-c2ccccc2)[nH]1,-3.8,0.6%
-2.9%,-11.6,COc1ccc(CCNC(=O)C2CCN(S(=O)(=O)c3cccc4nsnc34)CC2)cc1OC,-7.4,-3.7%
-3.4%,83.3,CCC1CC2CC(NC(C)=O)C1C2 (stereo not drawn),7.6,6.2%
.,5.5,CCC1(C)NC(=O)N(CC(=O)N2N=C(c3ccccc3)CC2c2ccc(OC)cc2)C1=O (stereo not drawn),-1.2,-4.1%

Random excerpt: 2 entries already listed, in no set order.
ALOX15B inhib,PNC assembly inh,structure,IMPase inh,ALOX12 inhib
.,16.6,COc1ccc(/C=C2\CCC(C3CCCC3)C2=O)cc1Cn1cccn1 (stereo not drawn),0.2,-5.5%
1.8%,-1.6,Cc1ccc(CNC(=O)c2ccc(CN3CCOCC3)cc2)cc1,-6.2,-3.7%

Going on with the list.
ALOX15B inhib,PNC assembly inh,structure,IMPase inh,ALOX12 inhib
-2.2%,-3.8,CC(N=C1NS(=O)(=O)c2ccccc21)c1ccccc1 (stereo not drawn),0.9,5.5%
12.9%[11.4 µM],11.7,CN1CCN(CCCN2c3ccccc3Sc3ccc(C(F)(F)F)cc32)CC1,2.4[20.6 µM],8.0%
-20.2%,?,CC1(C)C2CCC(C2)C1(C)NC(=O)CN1CCOCC1 (stereo not drawn),5.2,-5.8%
.,104.2,Cc1[nH]n(-c2ccccc2)c(=O)c1CCOC(=O)c1ccc(C(F)(F)F)cc1,2.2,-9.7%
1.8%,6.1,O=C(Nc1nnc(SCc2ccccc2Cl)s1)C1COc2ccccc2O1 (stereo not drawn),-1.5,-1.4%
3.4%,?,O=C(COc1ccccc1Cl)Nc1nc(-c2cccs2)cs1,2.3,-19.3%
-5.5%,16.1,COCCNC(=O)c1c[nH]c2ccc(OC)cc2c1=O,3.2,-0.3%
-1.7%,?,CC(C)Nc1nnc(SCC(=O)c2c(N)n(Cc3ccccc3)c(=O)n(C)c2=O)s1,22.1,-0.4%
-11.4%,26.3,CCOC(=O)c1cnc(SCC(=O)Nc2sc(C)c(C)c2C#N)nc1N,0.9,-1.6%
.,-1.2,NC(=O)COC(=O)c1ccc2c(c1)S(=O)(=O)N=C1CCCCCN12,.,0.4%
-26.6%,-85.3*,CC(/C=C/c1ccccc1)=N\Nc1nc(-c2ccccc2)cs1,-0.8,-11.8%
-0.7%,9.9,CC(C)NC(=O)c1ccc(N2CCOCC2)nc1,-2.2,-3.6%
.,61.1,Cc1nn(C(=O)c2cccs2)c(N)c1-c1ccccc1,-2.1,3.3%
3.5%,-3.4,COc1ccccc1S(=O)(=O)Cc1ccc(C(=O)NCCN2CCCC2)o1,9.1,-5.0%
-3.6%,?,COc1ccccc1-c1cc(C(=O)NCc2cccs2)no1,7.1,-0.6%
3.2%,-25.5,COc1ccccc1CC(NC(C)=O)C(=O)NC1CCN(c2nnnn2-c2ccccc2)CC1 (stereo not drawn),-3.6,-2.6%
-13.1%,?,Cc1ccc(O)c(C2=NOC(O)(C(F)(F)C(F)F)C2)c1 (stereo not drawn),-3.6,-15.8%
-1.5%,-17.5,OCCOc1nnnn1-c1ccccc1,6.6,-3.9%
.,-14.4,Cc1ccc(C(=O)COC(=O)CCC(=O)Nc2ccccc2Cl)cc1[N+](=O)[O-],.,4.4%
.,15.3,COc1ccc(-n2c(Cc3cccn3C)nnc2SCC(=O)Nc2ccc(C)c(Cl)c2)cc1,2.8,-5.3%
.,?,COc1ccc(-c2[nH]c(-c3ccc(C)cc3)nc2SCC(=O)Nc2nccs2)cc1,1.3,-7.8%
-14.9%,?,Nc1cccc(-c2nc3ccc(N)cc3s2)c1,-23.7,6.7%
14.6%,19.8,CCOC(=O)C1CCCN(C(=O)c2cc(Nc3ccc(OC)cc3OC)nc3ccccc23)C1 (stereo not drawn),10.0,-2.4%
-7.3%,27.2,CN(C)C(=O)c1ccc(Oc2ccc(C(=O)N(C)C)cc2)cc1,4.1,-0.1%
-1.5%,15.4,COc1cccc(-c2csc(N3CCN(CC(=O)NNC(=O)c4ccc(Cl)cc4)CC3)n2)c1,5.2,1.8%

Profiles, looked up by structure:
COc1ccccc1CC(NC(C)=O)C(=O)NC1CCN(c2nnnn2-c2ccccc2)CC1 (stereo not drawn) in the list: ALOX15B inhib: 3.2%; PNC assembly inh: -25.5; IMPase inh: -3.6; ALOX12 inhib: -2.6%
CC(/C=C/c1ccccc1)=N\Nc1nc(-c2ccccc2)cs1 in the list: ALOX15B inhib: -26.6%; PNC assembly inh: -85.3*; IMPase inh: -0.8; ALOX12 inhib: -11.8%

Next part.
ALOX15B inhib,PNC assembly inh,structure,IMPase inh,ALOX12 inhib
.,-7.0,Cc1ccsc1/C=N/NC(=O)c1ccco1,.,-2.7%
-8.7%,19.2,CC(C)NC(=O)COc1ccc(S(=O)(=O)N2CCOCC2)cc1,-1.7,0.3%
.,-15.5,O=C(Nc1cc(Sc2ccccn2)cc([N+](=O)[O-])c1)c1cccc(F)c1,.,-0.6%
17.5%,-14.1,Cc1ccc2cc(CN(Cc3nnnn3C3CCCC3)C3CCCCC3)c(=O)[nH]c2c1C,-6.6,-6.5%
-0.1%,12.3,Fc1ccc(C2=Nn3c(Cc4ccccc4)nnc3SC2)cc1,-19.4,1.3%
6.5%,-22.8,COC(=O)CC1C(=O)NC2CCCCC2N1C(=O)c1ccccc1 (stereo not drawn),22.5,-4.0%
1.0%,28.3,CSc1nc(-c2ccccc2)c(-c2ccccc2)[nH]1,-1.8,-6.8%
6.0%,?,Cc1ccc2cccc(Oc3cnccn3)c2n1,6.7,-2.3%
-17.8%,54.4,CCOC(=O)c1cc(-c2ccccc2)sc1NC(=O)c1ccc(OC)cc1,-1.2,-2.4%
6.0%[2.29 µM],16.3,Cc1ccccc1OC(C)c1nc(-c2ccccc2)no1 (stereo not drawn),20.1,-3.0%
-17.6%,4.0,O=c1cc(-c2ccccc2)n(S(=O)(=O)c2ccccc2)o1,-5.5,-6.0%
1.8%[11.4 µM],?,CCNc1ccc(S(=O)(=O)C(F)(F)F)cc1NC(=O)C12CCC(CC1)C2,-13.4[1.84 µM],3.2%
.,-8.9,O=C(CCCOc1ccc(Cl)cc1Cl)NCC1CCCO1 (stereo not drawn),-2.4,0.4%
.,59.3,COc1cc(C(=O)NC(=S)Nc2ccc(NC(=O)c3ccco3)cc2)cc(OC)c1OC,.,-9.2%
1.1%,17.9,CC(C)NC(=O)/C(=N\O)c1ccccc1,-6.6,-3.3%
-5.8%,8.2,O=C(O)COCC(=O)Nc1ccc2c(c1)CCC2,7.3,-1.9%
1.0%,?,C=CCOC(=O)N1CCN(c2cccc(C(F)(F)F)c2)CC1,4.8,-2.3%
.,2.0,O=C(/C=C/c1ccccc1)N/C(=C/c1ccccc1)C(=O)Nc1ccc(C(=O)O)cc1,2.1,-1.2%
-3.3%,-10.8,CCOc1cc(N2CCOCC2)c(OCC)cc1NC(=O)CCS(=O)(=O)c1ccc(Cl)cc1,9.8,-8.6%
-0.5%,9.2,C=C(C)C1CC=C(CN2CCC(C(=O)OCC)CC2)CC1 (stereo not drawn),9.9,-4.4%
-8.9%,-2.9,CCn1c(=O)cc(SCC(=O)N2CCN(c3ccccc3F)CC2)c2ccccc21,-1.2,-7.3%
.,35.9,COc1ccccc1-c1nnc(SC/C(O)=C(\C#N)c2nc3ccccc3[nH]2)n1C1CCCCC1,.,5.5%
-8.4%,?,COc1cc(C2C(C#N)=C(N)OC3=C2C(=O)CCC3)c([N+](=O)[O-])cc1OC (stereo not drawn),3.1,-12.9%
-3.6%,?,Cn1c(-c2ccc(F)cc2)cnc1NCc1ccccc1,0.3,1.3%
-6.7%,-17.8,CCCCN1CCc2c([nH]c3ccccc23)C1=O,13.9,2.3%
-0.8%,10.1,COCCn1c(SCC(=O)Nc2cccc(S(N)(=O)=O)c2)nc2ccccc21,5.8,-1.7%
-5.0%,24.3,CN(C)C(=O)CSC1c2ccccc2C(=O)N1c1ccccc1 (stereo not drawn),2.0,-0.5%
?,?,Cc1nn(-c2ccccc2)c(Cl)c1/C=C1\SC(=S)NC1=O,5.0,-13.1%
-27.9%,-20.0,Cc1cccc(S(=O)(=O)C(C#N)c2nc3ccccc3nc2N2CCOCC2)c1 (stereo not drawn),0.8,-2.2%
2.4%,18.6,CN(C)C(=O)CSc1cccc2cccnc12,-0.7,3.0%
-16.0%,4.2,Cc1c(Cl)cnc(NC(=O)COC(=O)C(NC(=O)c2ccco2)C(C)C)c1Cl (stereo not drawn),-15.0,-9.1%
.,?,O=C(Nc1cccc(Cl)c1)Nc1ccc(Br)cc1F,.,3.2%
-3.8%,?,Cc1ccnc(NS(=O)(=O)c2ccc(NC(=O)C3CCCCC3)cc2)n1,4.1,-2.7%
-4.7%[11.4 µM],.,NCCOc1ccccn1,.,4.9%[11.4 µM]
-12.2%,?,CCc1nnc(NC(=O)CSc2nnc(CNc3ccc(Cl)cc3)o2)s1,-17.8,-13.6%
2.3%,11.8,COc1cc(C2c3c(oc4ccccc4c3=O)C(=O)N2CCN2CCOCC2)cc(OC)c1OC (stereo not drawn),9.7,-0.7%

Screening results: PubChem BioAssay, National Center for Advancing Translational Sciences (NCATS)
